FBW7 act: activators of human E3 ligase FBW7; normalized activity (activation), % at 26.1 µM; AID 1259310; actives 0.13% (n = 650,000); AlphaScreen FBW7–phospho-cyclin E peptide binding, activator screen; in the data active means normalized activity above about 1.9%;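 further: purified mutant Fbw7 with reduced substrate affinity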
Target sequence (Q969H0 whole entry, looked up): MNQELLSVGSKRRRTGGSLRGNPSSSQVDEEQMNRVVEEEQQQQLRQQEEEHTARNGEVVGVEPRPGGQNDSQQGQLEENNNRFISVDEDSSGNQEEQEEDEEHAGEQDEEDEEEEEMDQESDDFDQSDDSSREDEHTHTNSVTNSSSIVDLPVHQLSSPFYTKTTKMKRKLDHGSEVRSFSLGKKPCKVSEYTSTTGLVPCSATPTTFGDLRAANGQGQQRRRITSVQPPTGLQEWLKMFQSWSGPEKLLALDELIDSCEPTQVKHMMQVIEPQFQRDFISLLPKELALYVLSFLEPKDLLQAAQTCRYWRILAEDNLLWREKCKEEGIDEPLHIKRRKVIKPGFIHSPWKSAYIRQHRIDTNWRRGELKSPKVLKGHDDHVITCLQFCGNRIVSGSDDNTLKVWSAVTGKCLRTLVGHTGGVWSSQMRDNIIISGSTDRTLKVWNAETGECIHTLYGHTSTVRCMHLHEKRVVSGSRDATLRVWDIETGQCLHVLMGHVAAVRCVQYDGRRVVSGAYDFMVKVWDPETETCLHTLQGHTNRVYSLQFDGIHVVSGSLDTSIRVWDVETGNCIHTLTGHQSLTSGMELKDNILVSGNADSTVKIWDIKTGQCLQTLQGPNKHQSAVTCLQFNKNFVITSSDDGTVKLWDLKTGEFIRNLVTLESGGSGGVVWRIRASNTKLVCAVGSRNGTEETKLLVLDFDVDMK
TEAD-YAP inh: TEAD-YAP interaction inhibition; AID 1259422; HEK-TIYL cells, TEAD-Gal4/YAP UAS-luciferase luminescence; actives 1.4% (n = 640,000); inhibition, % at 9.12 µM; in the data active means inhibition above about 32%;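 further: 0% = median of test compound wells and 100% = reference inhibitor wells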
GPR151 ag: activates the human receptor GPR151; PathHunter beta-arrestin GPR151 cells, luminescence; activation, % at 11.2 µM; AID 1508602; Q8TDV0; actives 1% (n = 650,000); in the data active means activation above about 4.9%;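 further: 0% = median of compound wells and 100% = cells with positive control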
Target sequence (Q8TDV0 whole entry, looked up): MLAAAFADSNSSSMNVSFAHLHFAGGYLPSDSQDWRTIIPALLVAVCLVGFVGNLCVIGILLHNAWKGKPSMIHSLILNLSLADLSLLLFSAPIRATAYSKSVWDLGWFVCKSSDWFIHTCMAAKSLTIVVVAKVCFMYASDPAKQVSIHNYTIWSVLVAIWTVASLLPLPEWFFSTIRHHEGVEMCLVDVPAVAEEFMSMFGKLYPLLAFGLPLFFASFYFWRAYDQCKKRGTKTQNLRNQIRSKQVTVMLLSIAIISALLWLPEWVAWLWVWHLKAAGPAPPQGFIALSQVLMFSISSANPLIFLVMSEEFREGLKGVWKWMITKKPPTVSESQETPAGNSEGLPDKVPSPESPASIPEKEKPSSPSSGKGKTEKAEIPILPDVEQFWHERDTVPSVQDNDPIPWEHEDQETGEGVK
MITF inh: human MITF inhibition, primary screen. AlphaScreen MITF homodimerization, bead proximity signal. O75030. inhibition, % at 2.6 µM. actives 0.91% (n = 650,000); in the data active means inhibition above about 50%;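 further: 0% = vehicle wells with protein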
Active calls of the source: *. Compounds as they come; overall some 3.5% were active at least once.

SMILES	FBW7 act	TEAD-YAP inh	GPR151 ag	MITF inh
CCOC(=O)c1cc2c(=O)n3ccccc3nc2n(C)c1=NC(=O)c1c(F)cccc1F	1.0	7	-1.2	9
COc1ccc(NC(=O)Cn2cc(C(=O)c3ccccc3)c(=O)c3ccccc32)cc1	0.2	9	2.9	9
CCOC(=O)C1=CN(Cc2ccc(F)cc2)C=C(C(=O)OCC)C1c1ccc(O)c(OCC)c1	0.1	5	-0.6	-3
O=C1C2C3C=CC(C3)C2C(=O)N1c1cc(Cl)ccc1Cl (centres undefined)	0.2	-6	-0.3	-13
Cn1c(CCN2C(=O)CCC2CCNCc2ccccn2)nc2ccccc21 (centres undefined)	-0.9	-4	-0.5	22
COc1cccc(N/C(N)=N/c2nc(C)cc(C)n2)c1	-0.2	53*	1.4	-22
CC(=O)/C(C#N)=C/c1cc(C)n(Cc2ccccc2)c1C	-0.1	-3	2.9	7
CC1=C(C(=O)OCC2CCCO2)C(c2ccncc2)C2=C(CC(C)(C)CC2=O)N1 (centres undefined)	0.0	-1	-0.8	9
COc1ccccc1N/C=C(\Br)C(=O)C(F)(F)F	0.1	-4	-1.0	11
OCCNc1nc(NCCC2=CCCCC2)nc(N2CCOCC2)n1	-0.4	-4	1.6	6
COc1ccc(N2CCN(C(=O)c3ccc4ccccc4c3)CC2)cc1	0.0	-9	1.2	16
Cc1ccc(-n2c(SCC(=O)Nc3ccc(C)c(C)c3)nc3c(sc(=S)n3-c3cc(C)ccc3F)c2=O)cc1	0.3	3	0.3	6
O=C(O)c1ccccc1Nc1ccccc1C(=O)O	-0.1	-1	2.1	-8
Cc1c(Cl)cccc1Nc1nc(-c2ccc([N+](=O)[O-])cc2)nc2ccccc12	0.1	8	-1.1	18
Cc1ccc(S(=O)(=O)N2CCN3C(=O)[C@H](Cc4ccc(Cl)cc4)NC(=O)[C@H]3C2)cc1	0.1	-1	4.9	4
O=C(Nc1nccs1)c1ccc(S(=O)(=O)N2CCOCC2)cc1	-0.1	-5	0.0	-14
CCn1c(=S)[nH]c2cc(S(=O)(=O)N3CCOCC3)ccc21	0.3	-9	1.8	8
C[C@H]1CN(C(=O)c2cc(C3CC3)no2)[C@@H](C)CN1Cc1ccco1	0.0	11	0.6	2
COc1ccc(NC(=O)COc2ccccc2)cc1Cl	0.2	-31	0.4	7
CC1CC(C)CN(C(=O)CCCNS(=O)(=O)c2cccc3nsnc23)C1 (centres undefined)	0.0	0	-0.2	19
COc1ccc(OC)c(C2SCCN2S(=O)(=O)c2ccc([N+](=O)[O-])cc2)c1 (centres undefined)	0.1	-12	-0.3	-4
CC(=O)NNC(=O)c1ccc(Br)cc1	0.4	-8	0.1	4
CC1=CCC2(C(=O)NNC2=O)C(c2ccc(F)cc2)C1 (centres undefined)	0.0	1	1.0	-1
CCOC(=O)Nc1ccc(C(N)=O)cc1	-0.1	-1	0.8	7
O=C(OCc1nc2ccc([N+](=O)[O-])cc2[nH]1)c1cnccn1	0.1	2	-0.2	13
CCCCNC(=O)c1ccc2c(=O)n(CC3CCCO3)c(=S)[nH]c2c1 (centres undefined)	0.1	-5	-1.2	19
Cc1ccc(Oc2ccc(S(=O)(=O)NCC(C)(C)N3CCOCC3)cc2)cc1	0.0	6	1.2	0
CCCc1[nH]nc2c1C1(C(=O)Nc3ccc(F)cc31)C(C#N)=C(N)O2 (centres undefined)	0.0	-2	-1.3	-1
COc1ccc(-c2ccc(NCCN3CCOCC3)nn2)cc1OC	0.0	1	1.1	20
COc1ccc(C)cc1NC(=O)Cn1c(=O)oc2cc(S(=O)(=O)N3CCCC3)ccc21	0.0	8	-0.1	-3
O=C(Cn1nnc(-c2ccccc2F)n1)Nc1nccs1	0.4	-2	-0.8	11
COCCn1c(C)cc(C(=O)COC(=O)c2ccc(N3CCCCC3)c([N+](=O)[O-])c2)c1C	0.0	1	0.9	-16
COc1ccc(OCCC(=O)Nc2ccc(Cl)cc2)cc1	-0.1	5	0.2	12
CN1CCN(C(=O)c2ccc(-c3cc(C(N)=O)ccn3)cc2)CC1	-0.1	-1	1.5	-1
CCOc1ccc(Oc2ccc(NC(=O)[C@@H](NC(N)=O)[C@@H](C)CC)cc2)cc1	-0.2	5	3.1	8
COc1cccc(NC(=O)CCN2C(=O)c3ccc([N+](=O)[O-])cc3C2=O)c1	0.2	0	-0.5	13
CCOc1ccc(C2C(C(=O)OCC(C)C)=C(C)NC3=C2C(=O)CC(c2ccc(Cl)cc2)C3)cc1OC (centres undefined)	-0.1	7	2.4	12
CC(=O)N1CCC(N(CC2=NS(=O)(=O)c3ccccc3N2)C2CC2)CC1	0.0	0	-1.3	3
Cc1ccc(-c2ocnc2C(=O)NCC2COc3ccccc3O2)cc1 (centres undefined)	0.1	-42	0.0	-11
OCCCNc1cc(-c2ccccn2)nc(-c2cccnc2)n1	-0.2	14	-0.1	7
Cn1cc(C(=O)N2CCCC2)cc(NC(=O)COc2ccc(Cl)cc2)c1=O	-0.3	-4	0.3	18
COCCSc1ccccc1C(=O)Nc1cc([N+](=O)[O-])ccc1OC	-0.1	5	2.3	10
Cc1cc(C(=O)Nc2cccc3c2C(=O)c2ccccc2C3=O)no1	0.2	-8	0.1	-5
COc1ccc(NC(=O)c2ccco2)c(NC(=O)COc2ccc([N+](=O)[O-])cc2)c1	0.0	9	-1.6	3
Cc1ccc(S(=O)(=O)N2CCN(c3ccc(-c4ccc(F)cc4)nn3)CC2)s1	0.6	-12	-0.2	13
C=CCN=c1scc(-c2ccc3c(c2)NC(=O)CO3)n1N=C1CCC(C(C)(C)C)CC1 (centres undefined)	0.5	0	0.9	11
COc1cccc(C(=O)NCC(c2ccc(F)cc2)N2CCN(C)CC2)c1 (centres undefined)	0.0	4	-0.6	6
CNC(=O)Cn1nc(-c2ccc(C)cc2)c2ccccc2c1=O	0.2	-4	2.0	7
CCCNS(=O)(=O)c1ccc2c(c1)CCN2C(=O)CC	0.1	6	-0.3	-5
COc1ccc(NC(=O)C(=O)N/N=C/c2ccccc2F)c(OC)c1	-0.1	-5	0.1	-3
Cc1ccccc1NC(=O)C12CCC(C)(C(=O)O1)C2(C)C (centres undefined)	0.1	1	0.4	4
Cn1c(=O)n(CCOc2ccc(Cl)cc2Cl)c2ccccc21	0.0	2	-1.1	2
CN1CCC2(CC1)Oc1ccccc1C1CC(c3cccs3)=NN12 (centres undefined)	-0.1	-30	-0.2	-9
Cc1ccc(C)c(NC(=O)C23CCC(C)(C(=O)C2=O)C3(C)C)c1 (centres undefined)	0.0	-3	2.9	1
COc1ccc(CN2CCN(c3ccc4[nH]ncc4c3)CC2)cc1	0.0	3	-0.7	10
Cc1ccc(C(=O)CCC(=O)OCC(=O)NNC(=O)c2ccccc2Cl)cc1	0.0	-7	4.2	3
CC1(C)CC(=O)C=C(Nc2ccc3c(c2)OCO3)C1	-0.1	8	0.8	4
O=C1CC(Sc2ncccn2)C(=O)N1c1ccc(N2C(=O)CC(Sc3ncccn3)C2=O)cc1 (centres undefined)	0.7	-6	-1.8	12
COc1ccc(N2C(=O)C3CCCN3C2c2cc(OC)c(OC)c(OC)c2)cc1 (centres undefined)	0.0	-4	-1.1	12
O=C(CSc1nnc(-c2ccncc2)n1C1CCCCC1)NC1CCCC1	0.1	3	-1.1	9
(next part)
SMILES	FBW7 act	TEAD-YAP inh	GPR151 ag	MITF inh
O=C(c1ccccc1)N1CCCCC(Sc2ncnc3scc(-c4ccc(Cl)cc4)c23)C1=O (centres undefined)	0.2	-4	1.1	19
N/C(=N\OCc1c(F)cccc1Cl)c1nonc1N	0.0	-49	-1.8	0
CCCCn1c(CNC(=O)c2ccc([N+](=O)[O-])cc2)nnc1SCC(=O)Nc1sc2c(c1C(=O)OCC)CCCC2	-0.1	-8	0.9	-3
C=CCc1cccc2cc(C(=O)NC3=C(C#N)CCC3)c(=O)oc12	-0.1	-8	1.5	-4
CCOC(=O)c1ccc(S(=O)(=O)N2CCCCC2)cc1	-0.1	4	0.7	-2
COc1ccc2c(c1)CN(c1cccc(C(C)=O)c1)CO2	0.4	-6	-0.5	13
O=C1N/C(=N\N=C\c2ccco2)SC1Cc1ccccc1[N+](=O)[O-] (centres undefined)	-0.1	-1	-0.2	12
O=C(NCc1cccc2ccccc12)c1ccc(Cl)cc1Cl	0.0	-7	-0.9	-2
Cc1ccc(S(=O)(=O)c2cnc(-c3cccnc3)nc2-c2cccnc2)cc1	-0.1	2	-2.1	6
CC(C(=O)Nc1cccc(C(F)(F)F)c1)N1C(=O)c2ccccc2C1=O (centres undefined)	-0.2	1	0.1	1
COC(=O)C1=C(C)N=c2s/c(=C/c3ccccc3)c(=O)n2C1c1ccc(OC(C)=O)cc1 (centres undefined)	0.5	-7	-1.8	15
Cc1sc2c(c1C)c(=O)n(-c1ccccc1)c(=O)n2CC(=O)Nc1ccc(F)cc1	0.1	-23	3.3	11
N#C/C(=C\c1cccc(OC(=O)c2cccs2)c1)C(N)=O	-0.1	-3	0.8	30
CC(C)N(Cc1ccccc1)C(=O)CN1C(=O)NC(C)(c2cccc3ccccc23)C1=O (centres undefined)	-0.1	1	0.3	8
CCCCNC(=O)c1cccnc1SCC(=O)Nc1ccccc1OC	0.2	-1	1.9	11
O=C(/C=C/c1ccccc1[N+](=O)[O-])Nc1nnc(C2CCCCC2)s1	-0.3	-1	-0.3	-7
Cc1cccc(C)c1NC(=O)/C(C#N)=C/c1ccc(N(C)C)c([N+](=O)[O-])c1	-0.2	5	-0.3	10
O=c1c2nnn(-c3ccc(F)cc3)c2ncn1Cc1cccc(F)c1	0.1	-6	-0.2	-13
CCC(C)NC(=S)Nc1ncccc1C(=O)OC (centres undefined)	-0.1	4	0.5	7
OC(COc1ccccc1CNCC1(O)CCCCC1)CN1CCc2ccccc2C1 (centres undefined)	0.4	1	-1.0	7
O=S(=O)(Nc1nc2ccccc2nc1NCc1ccccc1)c1ccccc1	0.0	17	0.5	12
O=C(CCCn1c(=S)[nH]c2ccsc2c1=O)Nc1nccs1	-0.3	-10	0.5	-6
O=C(N/N=C/c1ccc([N+](=O)[O-])o1)c1cccs1	0.0	-10	0.5	7
N#Cc1cc(C(=O)c2ccccc2O)coc1=O	-0.1	10	-1.2	8
Cc1ccc(S(=O)(=O)c2ccc(Oc3ccccc3)cc2)cc1	0.1	-2	0.3	23
CCN(CC)S(=O)(=O)c1cc(C(=O)Nc2cccc3c2C(=O)NC3=O)ccc1Cl	0.1	-3	1.1	1
COc1ccc(NC(=O)CCNc2c(N3CCCC3)c(=O)c2=O)cc1OC	-0.1	2	-0.4	8
COc1ccc(C)cc1NC(=O)Nc1ccc(Br)cn1	-0.1	1	-0.7	-6
Cc1ccc(NC(=O)COc2ccccc2C(C)(C)C)c(C)c1	0.0	-11	0.4	1
Cc1ccc(-n2c(=S)sc3c(=O)n(-c4ccccc4)c(SCC(=O)N4CCC(C)CC4)nc32)cc1C	0.3	-11	-2.7	25
COc1cc(/C=N/N2C(=O)c3ccccc3C2=O)cc(Br)c1O	-0.1	4	1.2	3
O=C1CSc2ccc(C(=O)NCCN3CCOCC3)cc2N1	0.1	-15	-0.7	11
Cc1cc2c(=O)n(CC(=O)Nc3ccccc3F)cnc2s1	0.3	-4	-0.6	16
FC(F)(F)c1cccc(NC(=S)N(Cc2cccnc2)Cc2ccco2)c1	0.2	4	0.7	-12
O=C(COc1ccc(Cl)cc1)Nc1ccc([N+](=O)[O-])cn1	0.1	5	1.0	-3
Cc1ccc(NC(=O)c2ccc(F)c(S(=O)(=O)NC(c3ccccc3)c3ccccc3)c2)cc1F	0.1	8	2.2	-6
COc1ccc(NC2SC(=O)N(Cc3ccc(C(=O)O)cc3)C2=O)cc1 (centres undefined)	-0.3	0	0.4	10
CCC(=O)Nc1nc(-c2ccc(-c3ccccc3)cc2)cs1	-0.2	-21	-0.2	6
COc1cc(CN2CCN(Cc3ccccc3[N+](=O)[O-])CC2)cc(OC)c1OC	-0.1	9	1.6	62*

Entries listed so far with a nitro group on carbon:
SMILES	FBW7 act	TEAD-YAP inh	GPR151 ag	MITF inh
Cc1c(Cl)cccc1Nc1nc(-c2ccc([N+](=O)[O-])cc2)nc2ccccc12	0.1	8	-1.1	18
COc1ccc(OC)c(C2SCCN2S(=O)(=O)c2ccc([N+](=O)[O-])cc2)c1 (centres undefined)	0.1	-12	-0.3	-4
O=C(OCc1nc2ccc([N+](=O)[O-])cc2[nH]1)c1cnccn1	0.1	2	-0.2	13
COCCn1c(C)cc(C(=O)COC(=O)c2ccc(N3CCCCC3)c([N+](=O)[O-])c2)c1C	0.0	1	0.9	-16
COc1cccc(NC(=O)CCN2C(=O)c3ccc([N+](=O)[O-])cc3C2=O)c1	0.2	0	-0.5	13
COCCSc1ccccc1C(=O)Nc1cc([N+](=O)[O-])ccc1OC	-0.1	5	2.3	10
COc1ccc(NC(=O)c2ccco2)c(NC(=O)COc2ccc([N+](=O)[O-])cc2)c1	0.0	9	-1.6	3
CCCCn1c(CNC(=O)c2ccc([N+](=O)[O-])cc2)nnc1SCC(=O)Nc1sc2c(c1C(=O)OCC)CCCC2	-0.1	-8	0.9	-3
O=C1N/C(=N\N=C\c2ccco2)SC1Cc1ccccc1[N+](=O)[O-] (centres undefined)	-0.1	-1	-0.2	12
O=C(/C=C/c1ccccc1[N+](=O)[O-])Nc1nnc(C2CCCCC2)s1	-0.3	-1	-0.3	-7
Cc1cccc(C)c1NC(=O)/C(C#N)=C/c1ccc(N(C)C)c([N+](=O)[O-])c1	-0.2	5	-0.3	10
O=C(N/N=C/c1ccc([N+](=O)[O-])o1)c1cccs1	0.0	-10	0.5	7
O=C(COc1ccc(Cl)cc1)Nc1ccc([N+](=O)[O-])cn1	0.1	5	1.0	-3
COc1cc(CN2CCN(Cc3ccccc3[N+](=O)[O-])CC2)cc(OC)c1OC	-0.1	9	1.6	62*

Screening data (PubChem)
